RmlCD inh 1536 – blocks M. tuberculosis RmlC and RmlD coupled enzymes; P9WH09+P9WH11; RmlC+RmlD coupled enzyme assay, percent inhibition; primary screen in compound mixtures; inhibition, % at 3.6 µM; 160,000 compounds, 0.03% hits; AID 1533; in the data active means inhibition mostly above about 34%, no sharp cut-off; further: some results filed as inactive read as strong as hits
Target sequence (P9WH09 whole entry, looked up): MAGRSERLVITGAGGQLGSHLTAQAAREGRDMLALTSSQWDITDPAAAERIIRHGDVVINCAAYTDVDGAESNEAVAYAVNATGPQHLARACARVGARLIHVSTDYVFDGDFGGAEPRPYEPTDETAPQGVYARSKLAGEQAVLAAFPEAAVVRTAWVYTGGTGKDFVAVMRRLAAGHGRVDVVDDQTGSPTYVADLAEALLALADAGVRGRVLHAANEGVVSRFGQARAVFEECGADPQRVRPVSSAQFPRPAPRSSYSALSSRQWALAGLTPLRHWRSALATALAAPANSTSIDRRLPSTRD
Target sequence (P9WH11 whole entry, looked up): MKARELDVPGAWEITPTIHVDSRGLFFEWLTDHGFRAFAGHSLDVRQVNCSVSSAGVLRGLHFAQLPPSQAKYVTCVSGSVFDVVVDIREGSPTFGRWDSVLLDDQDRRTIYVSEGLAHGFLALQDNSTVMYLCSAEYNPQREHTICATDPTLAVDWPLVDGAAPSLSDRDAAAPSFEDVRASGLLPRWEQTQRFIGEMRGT
GlmU inhibition – inhibition of mycobacterial GlmU enzyme – biochemical, glucosamine-1-phosphate acetyltransferase (AID 1376) | 220,000 compounds, 0.25% hits | inhibition, %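 (tested at 30 µM in the primary screen)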, or IC50 in µM where a hit was titrated | M. tuberculosis GlmU acetyltransferase enzyme assay; higher % means a stronger effect; in the data active means inhibition above about 13%;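 further: 0% = complete reaction with vehicle and 100% = reaction without substrate; strong numbers were not always called active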
An asterisk follows results filed as active; . = not tested or not shown.

canonical_smiles	RmlCD inh 1536	GlmU inhibition
Cn1c(CCN2CCCCC2)nc2cc(NS(=O)(=O)c3ccc(Cl)cc3)ccc21	-9	-4.0%
CCNC(=O)C1CC(=O)N(CCCc2ccccc2)C(=Nc2ccccc2)S1 (stereo unspecified)	.	-3.3%
C/C(=N\S(=O)(=O)c1ccc(C)cc1)NC(=S)Nc1ccc(C)cc1	0	-4.3%
O=C(NN1C(=O)C2C(C1=O)C1C=CC2C12CC2)c1ccc(Cl)cc1 (stereo unspecified)	6	0.4%
O=C(Oc1ccc2c(c1)OCO2)c1cccs1	-2	2.7%
CCC(Cc1ccccc1)NC(=O)CCn1cccc1 (stereo unspecified)	-13	2.9%
COc1cc2c(cc1OC)-c1c3c(cc4c1[C@@H](C2)N(C)CC4)OCO3	.	-1.0%
O=C(CSc1nc2ccccc2c(=O)n1C1CC1)NCc1ccccc1	-4	-3.8%
COc1ccccc1CNC(=O)Cc1ccc(Br)cc1	.	-7.9%
CC1CCCN(CC(O)COCc2ccc3c(c2)OCO3)C1 (stereo unspecified)	.	6.2%
CCCCN(C)C(=O)c1cc2c(s1)-c1ccccc1S(=O)(=O)C2	-2	3.6%
COc1ccccc1N1CCN(Cc2cccc(OC)c2O)CC1	.	-1.9%
O=C(NC1CCCCC1)C(=S)NCc1ccccc1	18	-0.2%
CS(=O)(=O)N1N=C(c2ccco2)CC1c1ccc(Cl)cc1 (stereo unspecified)	4	2.2%
CC(C)(C)NS(=O)(=O)c1ccc(OCC(=O)Nc2ccc3c(c2)OCCO3)cc1	.	4.7%
CN(C)S(=O)(=O)c1cccc2nsnc12	.	0.5%
CS(=O)(=O)N(CC(=O)N1CCN(c2ccc(F)cc2)CC1)C1CCCCC1	.	5.2%
Cc1cc(C)n(CCC(=O)N/N=C/c2ccc(Cl)c([N+](=O)[O-])c2)n1	4	7.3%
Cc1ccc(C(=O)NCCSc2ccc(Cl)cc2)cc1[N+](=O)[O-]	.	-1.7%
CCOC(=O)c1nn(-c2ccc3c(c2)OCCO3)cc1O	-6	0.6%
CC(C)(C)c1ccc(OCCNC(=O)Cc2ccc(F)cc2)cc1	-9	2.8%
COCCn1c(C)cc(C(=O)CSc2ccc3ccccc3n2)c1C	.	2.7%
CCCCN(CCCC)CP(=O)(c1ccccc1)c1ccccc1	6	0.6%
CCOc1ccc(-c2nnc(SCC(=O)Nc3ccc4c(c3)c3ccccc3n4CC)n2N)cc1	1	-3.2%
CC1=NC(C(F)(F)F)(C(F)(F)F)C2=C(CC(C)(C)CC2=O)N1Cc1ccco1	6	-2.5%
O=C(NC(=S)NC1C2CC3CC(C2)CC1C3)C12CC3CC(CC(C3)C1)C2 (stereo unspecified)	-7	3.0%
CCCSc1nnc(-c2ccccc2NC(=O)CC)c(=O)[nH]1	.	0.2%
Cc1nc2ccc(NC(=O)c3cccnc3)cc2s1	-8	-1.1%
CCCCn1c(C)cc2cc(O)ccc21	.	1.3%
O=C(Cc1ccc([N+](=O)[O-])cc1)N1N=C(c2ccncc2)CC1(O)C(F)(F)F (stereo unspecified)	44	0.3%

Following part:
canonical_smiles	RmlCD inh 1536	GlmU inhibition
O=C(Nc1nnc(-c2ccccn2)o1)c1cccc(Br)c1	-8	2.1%
COC(=O)c1cccc(-n2c(C)cc(C=O)c2C)c1C	4	2.8%
Cc1cc(=O)oc2c(C(=O)/C=C/c3ccccc3)c(O)ccc12	73	2.0%
NC(N)=N/N=C/c1ccc(OCc2ccccc2Cl)cc1	.	-9.1%
O=C(Nc1ccc(NC(=S)NC(=O)C(c2ccccc2)c2ccccc2)cc1)c1ccccc1	.	-2.2%
CC(=O)C(C)Oc1ccc2c3c(c(=O)oc2c1)CCCC3 (stereo unspecified)	-9	-6.2%
CCOC(=O)C1CCN(C(=O)C2CCN(S(=O)(=O)c3cc(Cl)ccc3Cl)CC2)CC1	.	4.0%
C=CCN(CC=C)C(=O)C1CC(=O)N(c2ccc(Br)cc2)C1 (stereo unspecified)	.	7.8%
COC(=O)c1c(-c2snnc2C)n[nH]c1C	-2	4.0%
COC(=O)N/N=C/c1cccnc1	-10	-1.4%
COc1ccc(C(=O)N/N=C(\C)Cn2cnc([N+](=O)[O-])n2)cc1	.	3.1%
COc1cc2ncnc(NCc3ccco3)c2cc1OC	2	-4.4%
Cc1cccc(-n2c(/C=C/c3ccc([N+](=O)[O-])o3)nc3ccccc3c2=O)c1	16	-2.4%
CCOC(=O)c1c(-c2ccc(C)cc2)csc1NC(=O)CCSc1nnc2ccccn12	-5	-2.6%
CNC(=O)CSc1nnc(-c2cccnc2)n1CCc1ccccc1	4	2.1%
C=Cn1ccnc1P(=S)(c1ccc2c(c1)c1ccccc1n2CC)c1nccn1C=C	.	2.6%
CNCCC(Oc1ccc(C(F)(F)F)cc1)c1ccccc1 (stereo unspecified)	.	-4.6%
CCn1c(CC(=O)Nc2ccccc2)n[nH]c1=S	-9	0.5%
CCN1C(=O)C2(C(C#N)=C(N)Oc3cc(C)oc(=O)c32)c2ccccc21 (stereo unspecified)	.	-1.3%
CC(/C=N/NC(=O)CSc1nc2ccccc2n1C)=C\c1ccco1	.	7.9%
CCOCCCNC(=O)CCCn1nc(C)n2c(cc3sccc32)c1=O	3	-3.1%
N/C(Cc1cccc2ccccc12)=N\OC(=O)c1ccc(Br)o1	4	-0.6%
c1ccc(Cc2nnc3sc(-c4ccncc4)nn23)cc1	.	7.5%
CCOC(=O)c1cc(CNC(=O)c2c(C)oc3c2CCCC3)c(C)o1	.	-0.4%
CCCN1C(=O)c2ccccc2NC1c1ccc(OC)cc1OC (stereo unspecified)	-4	2.6%
Cc1cc(Cl)ccc1NC(=S)NC(C)(C)C	.	-1.9%
Cc1ccc(C(=O)CSc2ccc(-c3cccnc3)nn2)cc1	13	1.6%
O=c1[nH]c(SCc2cccc(Cl)c2)nc2ccccc12	9	-2.6%
CC(C(=O)O/N=C(\N)c1cccnc1)c1ccc([N+](=O)[O-])cc1 (stereo unspecified)	-15	4.0%
O=C(N/N=C/c1ccc(-c2cccc([N+](=O)[O-])c2)o1)c1cccs1	3	-2.5%

(listing goes on)
SMILES	RmlCD inh 1536	GlmU inhibition
O=C(O)c1ccc(N/N=C/C=C/c2ccccc2[N+](=O)[O-])cc1	-5	-8.8%
CCOC(=O)c1c(C)nc2sc3c(=O)n(-c4ccc(C(C)=O)cc4)cnc3c2c1-c1ccc(OC)cc1	10	-3.1%
CCOc1cc(C(=O)N2CCN(C/C=C/c3ccccc3)CC2)cc(OCC)c1OCC	.	3.5%
O=S(=O)(Nc1ccncc1Cl)c1cc(Cl)ccc1Cl	12	1.8%
CC(=O)Nc1cccc(N2C(=O)CCC2=O)c1	.	-6.8%
Cc1cccc(NC(N)=S)c1	6	-0.9%
O=S1(=O)C=C(SCc2ccc(Cl)c(Cl)c2)Nc2ccccc21	-8	-0.8%
COc1ccc(Nc2nc(N)nc(CSc3nnc(C)s3)n2)cc1	.	-1.5%

Reprinted at random: seven compounds from above.
SMILES	RmlCD inh 1536	GlmU inhibition
O=C(N/N=C/c1ccc(-c2cccc([N+](=O)[O-])c2)o1)c1cccs1	3	-2.5%
C=Cn1ccnc1P(=S)(c1ccc2c(c1)c1ccccc1n2CC)c1nccn1C=C	.	2.6%
CN(C)S(=O)(=O)c1cccc2nsnc12	.	0.5%
COCCn1c(C)cc(C(=O)CSc2ccc3ccccc3n2)c1C	.	2.7%
CNCCC(Oc1ccc(C(F)(F)F)cc1)c1ccccc1 (stereo unspecified)	.	-4.6%
COc1ccccc1N1CCN(Cc2cccc(OC)c2O)CC1	.	-1.9%
CS(=O)(=O)N1N=C(c2ccco2)CC1c1ccc(Cl)cc1 (stereo unspecified)	4	2.2%

Remaining list, next part.
SMILES	RmlCD inh 1536	GlmU inhibition
COc1ccc(S(=O)(=O)N(C)C)cc1NC(=O)COC(=O)c1nn(C)c(=O)c2ccccc12	2	-2.3%
Cc1occc1-c1nnc(SCC(=O)N2c3ccccc3CCc3ccccc32)n1C	.	1.3%
CC(NS(C)(=O)=O)C(c1cccs1)N1CCN(c2ccc(F)cc2)CC1 (stereo unspecified)	31	-0.5%
CC1CN(c2snnc2C=C2C(=O)OC(C)(C)OC2=O)CC(C)O1 (stereo unspecified)	-10	5.8%
O=C1/C(=C/c2cccnc2)SC(=S)N1N1CCOCC1	.	-6.0%
Cc1cc(C)c(OCCN(C)C)c(Cl)c1	6	-4.3%
O=[N+]([O-])c1c(C(Cl)Cl)nn(-c2ccc(Cl)cc2)c1N1CCCCC1	.	2.1%
O=C(Nc1cccc(Br)c1)c1ccc(Cl)c(S(=O)(=O)N2CCOCC2)c1	.	-6.0%

Next part.
SMILES	RmlCD inh 1536	GlmU inhibition
C/C(CCC1CC(C)OC1=O)=N\NC(N)=O (stereo unspecified)	-8	-2.3%
COc1ccc(CCNC(=O)CN(c2cc([N+](=O)[O-])ccc2OC)S(C)(=O)=O)cc1OC	-11	5.4%
O=C(Cc1noc2ccccc12)NNC(=S)Nc1ccc(Cl)cc1	-14	2.2%
COC(=O)c1sc(N)c(C(=O)OC)c1CSc1nnc(-c2ccccc2Cl)n1C	9	2.0%
Cc1ccc(C)c(NS(=O)(=O)c2cc(C(=O)NCCSC3CCCCC3)ccc2C)c1	-7	-3.0%
CCOc1ccc2c(C)nc(NC3=NC(C)(C)C=C(C)N3)nc2c1	.	-7.5%
Cc1ccc(/C=C2\SC(=S)N(c3cccnc3)C2=O)cc1	-6	1.7%
CC1(C)CC(=O)C(CC(=O)Nc2cc(C(F)(F)F)ccc2Cl)C(=O)C1	.	0.1%

Going on with the list:
SMILES	RmlCD inh 1536	GlmU inhibition
O=C(O)CCCNC(=O)CCCNC(=O)C(c1ccccc1)c1ccccc1	.	7.3%
Cc1ccccc1CC1(CO)CCCN(Cc2nc(-c3cccs3)oc2C)C1 (stereo unspecified)	-5	8.8%
CC(NC(=O)c1ccc(F)cc1)c1nc2ccccc2n1Cc1ccccc1F (stereo unspecified)	.	-2.6%
Nc1ccnc(C(F)(F)F)c1C(=O)c1ccccc1	-7	-3.2%
Cc1ccc(OCc2nnc(N)s2)cc1C	-4	5.4%
O=C(NCc1ccccc1Cl)C(=O)c1c[nH]c2ccccc12	-8	2.7%
COC(=O)Cc1c(O)ccn(Cc2cccc3ccccc23)c1=O	11	2.9%
COc1ccc(NC(=O)C(=O)N/N=C/c2cc(C)n(-c3cccc(Cl)c3Cl)c2C)c(OC)c1	.	5.4%

Other records
SMILES	RmlCD inh 1536	GlmU inhibition
O=C(O)c1ccc(S(=O)(=O)c2ccc3c(c2)C(=O)N(c2ccc(O)cc2)C3=O)cc1	7	0.1%
O=C(CN(Cc1ccccc1)C(=O)c1ccco1)NCc1ccc(F)cc1	7	-2.6%
O=C(NNc1ccccc1)C(CCO)C(=O)NNc1ccccc1	-8	0.3%
Cc1ccc(S(=O)(=O)n2nc(C)c(C#N)c2N)cc1	-12	2.5%
CCOC(=O)C1CCN(C(c2ccccn2)c2c(C)[nH]c3ccccc23)CC1 (stereo unspecified)	.	-2.1%
COc1ccc(C(CC(=O)Nc2nccs2)n2cccc2)cc1 (stereo unspecified)	.	2.9%
O=C(NC(O)C(=O)c1cccs1)c1cccnc1 (stereo unspecified)	.	-4.1%
Nc1c(C(=O)NC2CCCC2)c2nc3ccccc3nc2n1/N=C/c1ccco1	85	0.0%

Of the compounds above, 2 contain a cyano group:
SMILES	RmlCD inh 1536	GlmU inhibition
CCN1C(=O)C2(C(C#N)=C(N)Oc3cc(C)oc(=O)c32)c2ccccc21 (stereo unspecified)	.	-1.3%
Cc1ccc(S(=O)(=O)n2nc(C)c(C#N)c2N)cc1	-12	2.5%

Carrying on:
SMILES	RmlCD inh 1536	GlmU inhibition
COc1ccc(CCn2nnnc2CN2CCN(C(=O)c3ccco3)CC2)cc1OC	.	4.2%
NNC(=O)C(Cc1c[nH]c2ccccc12)NC(=O)c1ccccc1 (stereo unspecified)	8	-4.5%
CC(=O)Nc1ccc2c(c1)N(C(=O)CN(C)C)c1ccccc1CC2	-6	3.9%
CCC(C(=O)NC(C)(C)C)N(Cc1cccs1)C(=O)CNS(=O)(=O)c1ccccc1 (stereo unspecified)	8	7.2%
CC(=O)c1cccc(S(=O)(=O)N2CCN(c3nc4cc(C)cc(C)c4cc3C#N)CC2)c1	8	.
CC(C)=NOCc1ccc(-c2cn([C@@H]3COC[C@H]3O)nn2)cc1	.	-1.9%
O=C(Cn1cnc2c(cnn2-c2ccccc2)c1=O)c1ccc(Cl)cc1	-7	-6.9%
O=C(c1ccc(C(=O)N2CCCc3ccccc32)nc1)N1CCCc2ccccc21	.	0.9%

(listing goes on)
SMILES	RmlCD inh 1536	GlmU inhibition
COC(=O)C1C(=O)c2c([nH]c(C(=O)OC3CCCC3)c2C)CC1C (stereo unspecified)	8	-6.8%
O=C(N/N=C/c1c[nH]c2ccc(Br)cc12)c1ccccn1	2	-4.1%
COCCCN1CN(S(=O)(=O)c2cccs2)c2nc3ccccc3nc21	1	-1.9%
CCOc1ccc(CCNC(=O)Cn2c(-c3nonc3N)nc3ccccc32)cc1OCC	.	2.6%
COc1ccc(NC(=S)NCCCCCC(=O)C[N+](=O)[O-])cc1	8	-4.3%
C#CCOCCOCCOCCNc1nc(N2CCN(C(=O)C([C@@H](C)CC)n3cc(C(N)CO)nn3)CC2)nc(N2CCN(C(=O)C([C@@H](C)CC)n3cc(C(N)COC(=O)C(F)(F)F)nn3)CC2)n1 (stereo partly specified)	.	-5.5%
CCN(CC)S(=O)(=O)c1ccc(C(=O)OCC(=O)Nc2ccc(-c3nc4ccc(C)cc4s3)cc2)cc1	1	0.2%
Nc1c(C(=O)Nc2cccc(Cl)c2Cl)sc2nc(-c3cccnc3)ccc12	-13	-4.1%

Screening data deposited in PubChem by several laboratories.

Not all compounds are listed; the hit share may differ from the screen's.
